M5 ag: CHRM5 agonism in calcium assay. P08912. CHO-K1 hM5 cells, Fluo-8 calcium fluorescence; 0% DMSO wells, 100% maximal acetylcholine response. activation, % at 3 µM. actives 0.19% (n = 360,000). AID 624037;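 active = activation above the run's mean over test compounds plus 3 SD, cut at about 23% in these data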;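 note: signal is peak over basal fluorescence ratio across the kinetic read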
Target sequence (P08912 whole entry, looked up): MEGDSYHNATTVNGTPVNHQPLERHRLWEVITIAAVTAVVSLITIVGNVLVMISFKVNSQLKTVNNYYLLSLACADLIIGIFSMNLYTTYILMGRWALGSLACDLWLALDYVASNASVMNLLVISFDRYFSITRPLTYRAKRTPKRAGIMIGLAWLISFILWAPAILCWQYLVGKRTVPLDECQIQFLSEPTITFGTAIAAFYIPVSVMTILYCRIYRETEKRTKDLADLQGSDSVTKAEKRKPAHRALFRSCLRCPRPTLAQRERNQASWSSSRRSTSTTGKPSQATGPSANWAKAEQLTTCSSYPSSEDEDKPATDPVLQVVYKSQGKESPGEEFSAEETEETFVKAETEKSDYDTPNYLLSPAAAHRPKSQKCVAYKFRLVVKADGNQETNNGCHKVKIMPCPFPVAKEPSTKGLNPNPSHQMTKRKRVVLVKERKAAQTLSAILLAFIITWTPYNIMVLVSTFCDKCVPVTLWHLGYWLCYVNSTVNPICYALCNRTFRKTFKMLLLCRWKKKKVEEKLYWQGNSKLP
CHRM5 PAM: potentiates acetylcholine response at human M5 receptor; P08912; CHO-K1 hM5, Fluo-8 calcium, ACh EC20 PAM; 0% = ACh EC20, 100% = ACh EC100; AID 624038; activation, % at 3 µM; actives 0.3% (n = 360,000);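 active = activation above the run cutoff, the mean activation of all test compounds plus 3 SD, cut at about 18% in these data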
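Measured by: Fluo-8 calcium fluorescence; material: human M5 receptor in CHO-K1 cells; schedule: Post-acetylcholine fluorescence recording 140 s; benchmarks: low control EC20 acetylcholine (0%), high control EC100 acetylcholine (100%); read-out: Max/basal fluorescence ratio as % of EC20–EC100 ACh window; compound: single dose, 3 µM nominal final test concentration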
CRFBP-R2 agonist: agonists of human CRF-binding protein/CRF-R2 receptor complex | actives 0.46% (n = 350,000) | HEK293 CRF-R2/CRF-BP, calcium dye fluorescence (FLIPR); percent of saturating CRF peptide response | activation, % at 13.2 µM;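 active = activation of at least 50%, plus an integration ratio under a set limit after plate pattern correction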;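 note: plate controls were neutral control wells without compound for no effect and CRF at EC100 for full effect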
CHO-K1 Ca PAM: M1 PAM counterscreen hit in parental CHO-K1 cells; activation, % at 3 µM; actives 0.02% (n = 360,000); AID 602247; ATP EC20, Fluo-8 calcium fluorescence; 0% at ATP EC20, 100% at ATP max;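 active = activation above the run cutoff, the mean activation of all test compounds plus 3 SD, cut at about 40% in these data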;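 note: peak over basal fluorescence ratio in a 140 s read after ATP addition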
CRFBP-R2 block: blocks CRF-induced signaling of the CRF-BP/CRF-R2 complex. inhibition, % at 11.8 µM. HEK293 CRF-R2/CRF-BP, CRF-induced calcium fluorescence. actives 0.59% (n = 350,000);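 active = inhibition of the ligand-induced calcium signal above about 50% at the single tested concentration, limit read from the data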
CHRM4 PAM: potentiates acetylcholine response at human M4 receptor; CHO-K1 hM4/Gqi5, Fluo-8 calcium fluorescence, ACh EC20; 0% = ACh EC20, 100% = maximal ACh; activation, % at 3 µM; actives 0.4% (n = 360,000); AID 624126;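 active = activation above its plate's cutoff, the mean activation of sample wells plus 3 SD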; note: some results filed as inactive read as strong as hits
Target sequence (P08173 whole entry, looked up): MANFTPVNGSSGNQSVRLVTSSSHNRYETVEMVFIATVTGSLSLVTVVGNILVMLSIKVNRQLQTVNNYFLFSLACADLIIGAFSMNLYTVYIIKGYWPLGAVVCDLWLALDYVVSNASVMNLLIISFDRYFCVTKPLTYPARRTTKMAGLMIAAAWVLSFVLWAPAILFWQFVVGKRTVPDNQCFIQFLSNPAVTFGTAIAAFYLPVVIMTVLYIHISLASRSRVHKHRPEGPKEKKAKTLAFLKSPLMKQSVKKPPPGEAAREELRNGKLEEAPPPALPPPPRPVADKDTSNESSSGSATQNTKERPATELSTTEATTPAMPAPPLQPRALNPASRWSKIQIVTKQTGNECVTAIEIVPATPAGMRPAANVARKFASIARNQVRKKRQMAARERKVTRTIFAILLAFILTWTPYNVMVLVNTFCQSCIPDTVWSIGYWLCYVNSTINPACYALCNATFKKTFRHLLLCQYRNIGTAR
CHRM5 antagonist: blocks acetylcholine activation of human M5 receptor. actives 0.59% (n = 360,000). AID 624040. inhibition, % at 3 µM. CHO-hM5 cells, Fluo-8 calcium fluorescence, ACh EC80. P08912;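 active = inhibition above a per-plate cutoff, the mean of that plate's test compounds plus 3 SD, cut at about 27% in these data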;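 note: 0% = acetylcholine EC80 with DMSO and 100% = DMSO without agonist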
TAAR1 antag: antagonists of human TAAR1 | Q96RJ0 | CHO RD-HGA16 TAAR1, Fluo-8 calcium fluorescence, antagonist | inhibition, % at 3 µM | actives 1.5% (n = 360,000) | AID 624466;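 active = inhibition above a per-plate cutoff, the mean inhibition of test compounds on that plate plus 3 SD, cut at about 49% in these data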;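 note: 0% = DMSO plus EC80 beta-PEA response and 100% = DMSO alone without agonist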
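Test system – hTAAR1-expressing CHO RD-HGA16 cells, Gα16-coupled · Also added – β-PEA at EC80 concentration, post-compound challenge · Compound – 3 µM, single point · Incubation – dye loading 75 min at 37 °C, then 30 min room temperature · Measured by – Fluo-8 intracellular calcium dye fluorescence, real-time kinetic reads · Benchmarks – vehicle and agonist controls · Replicates – singlicate, one well per test compound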
TAAR1 agonist: human TAAR1 agonism; Q96RJ0; CHO RD-HGA16 TAAR1, Fluo-8 calcium fluorescence; vehicle wells 0%, saturating PEA agonist 100%; activation, % at 3 µM; actives 0.99% (n = 360,000); AID 624467;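 active = activation above the mean activation of all test compounds in the run plus 3 SD, cut at about 38% in these data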
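Test system: RD-HGA16 (CHO) cells co-expressing Gα16 and hTAAR1 / Benchmarks: DMSO vehicle as 0%, PEA at EC100 as 100% / Repeats: no replicates (n 1) / Measure: % activation from peak over basal fluorescence ratio, DMSO-to-PEA scaled / Timing: 17-24 h plating, Fluo-8 75 min 37 °C, 30 min RT / Technique: kinetic Fluo-8 calcium fluorescence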
Numbers without * were called inactive; nt = not tested or not shown.

SMILES	M5 ag	CHRM5 PAM	CRFBP-R2 agonist	CHO-K1 Ca PAM	CRFBP-R2 block	CHRM4 PAM	CHRM5 antagonist	TAAR1 antag	TAAR1 agonist
COCCn1cc(C(=O)NCCCN2CCC(C)CC2)c2c3ccccc3n(C)c2c1=O	1	-3	-0.4	-5	9	-1	4	5	3
Cc1sc2ncnc(N3CCC(C(=O)Nc4ccc(OC(F)F)c(Cl)c4)CC3)c2c1C	0	-3	0.5	4	-6	13	11	28	6
CN(C)c1cc(-c2ccc(Cl)cc2)oc(=O)c1Cl	-4	6	-0.8	14	9	-1	-4	0	-1
Cc1cc(C)c2sc(NC(=O)C3CC3)nc2c1	-3	-1	-1.7	28	-20	13	3	-47	-3
CCN(CC)CCN(C)C(=O)CCc1nnc(-c2ccc(C)s2)o1	-3	13	-0.7	23	6	-2	-7	-1	2
COCCCN1C(=O)/C(=C\c2cccs2)C(C(=O)OC)=C1C	-1	-6	-0.9	17	9	0	12	-1	1
CCOC(=O)C1CCCN(S(=O)(=O)c2c(C(=O)N3CCCCC3)c(C)n(C)c2C)C1 (stereo not drawn)	-2	-2	-1.0	5	5	-1	12	-6	1
Cc1cccc(-[n+]2c(-c3cccc(Br)c3)[nH]c3nc4ccccc4nc32)c1	-3	2	0.5	4	-7	1	6	-39	-1
CCN(CC(F)(F)C(F)F)S(=O)(=O)c1ccc(NC(=O)OC)cc1	-1	-2	1.1	11	3	-4	-2	-2	0
O=C(Cc1cc(=O)[nH]c(=O)[nH]1)N1CCC(Cc2ccccc2)CC1	1	-7	0.5	-4	-5	1	11	1	0
COc1ccc(C)cc1NC(=O)C(NCC(O)c1ccccc1)c1ccccc1 (stereo not drawn)	-2	-3	-0.6	6	5	-5	7	8	5
CCNC(=S)Nc1cccc(F)c1C	0	-9	0.1	12	-10	-2	5	3	6
Cc1cc(F)ccc1NC(=O)C1CSC2(C)CCC(=O)N12 (stereo not drawn)	-1	8	-0.8	-1	3	-1	-5	1	0
CC(C)c1ccc(S(=O)(=O)N2CCN(C(=O)CN3C(=O)NC4(CCCC4)C3=O)CC2)cc1	-5	3	-1.8	12	9	-2	14	-20	-1
Cc1cc(-n2c(C)cc(C(=O)CSc3ccccn3)c2C)no1	0	-3	0.0	11	-8	0	11	-3	9
Cn1c(=O)c2c(SCC(=O)c3ccccc3)nc(C3CC3)nc2n(C)c1=O	1	-6	3.3	-4	2	0	2	nt	nt
CCCCn1c(=O)c2ccccc2n2c(=S)[nH]nc12	2	0	-2.6	9	24	5	5	7	3
COCCCNS(=O)(=O)c1ccc(C)cc1	2	1	-0.7	19	-3	-10	-5	-11	5
Cc1ccc(NC(=O)NC2CCCCCCC2)c(C)c1	-2	0	-1.2	-14	-4	-1	1	-13	4
COc1ccc(CNC(=O)C2CC(=O)N(C3CCCCC3)C2)cc1 (stereo not drawn)	-1	2	0.5	12	-3	4	9	-15	0
S=C(NCCC(c1ccccc1)c1ccccc1)Nc1ccc(Cl)cc1	1	-14	-0.8	13	14	-20	33*	33	10
CC1CCCCC1NC(=O)CN1CCC(O)(c2ccc3c(c2)OCO3)CC1 (stereo not drawn)	-3	3	-3.4	-11	8	-2	7	-22	1
CC(C)(C)c1ccc(NC(=O)c2c(F)cccc2Cl)cc1	-5	-10	-0.4	17	11	-11	11	-20	5
Cc1noc(C)c1C(=O)OCC(=O)Nc1ncc(Cl)c(C)c1Cl	-4	1	-3.1	6	4	15	0	-2	1

Part of the list above, limited to CHRM5 PAM and TAAR1 agonist.
compound	CHRM5 PAM	TAAR1 agonist
Cc1cc(F)ccc1NC(=O)C1CSC2(C)CCC(=O)N12 (stereo not drawn)	8	0
CC(C)c1ccc(S(=O)(=O)N2CCN(C(=O)CN3C(=O)NC4(CCCC4)C3=O)CC2)cc1	3	-1
Cc1cc(-n2c(C)cc(C(=O)CSc3ccccn3)c2C)no1	-3	9
Cn1c(=O)c2c(SCC(=O)c3ccccc3)nc(C3CC3)nc2n(C)c1=O	-6	nt

Additional structures:
SMILES	M5 ag	CHRM5 PAM	CRFBP-R2 agonist	CHO-K1 Ca PAM	CRFBP-R2 block	CHRM4 PAM	CHRM5 antagonist	TAAR1 antag	TAAR1 agonist
O=C(CCCCCNC(=O)c1ccccc1)N/N=C/c1ccc(F)cc1	-5	-2	0.1	15	-8	-3	-2	-5	7
C=CCn1cnnc1SCC(=O)NCC1COc2ccccc2O1 (stereo not drawn)	2	7	3.1	-3	12	-2	-4	-28	5
Cc1ccc(N(CC(=O)NCCSCc2ccco2)S(=O)(=O)c2ccc(F)cc2)cc1	-8	-8	-1.1	10	-2	-7	-7	10	3
CCOC(=O)c1nnc(-c2cccs2)nc1Oc1ccccc1C(=O)OC	0	7	0.5	21	9	5	-6	10	11
CN1NC(=O)CC1c1ccccc1 (stereo not drawn)	3	2	2.8	26	-10	-4	16	-13	1
COc1ccc(C2(C(=O)NCc3ccco3)CCCC2)cc1OC	-2	-4	-1.8	11	-17	-3	-1	2	0
CCN1CCCC(NC(=O)c2scc3c2CCCC3)C1 (stereo not drawn)	0	-6	2.0	-2	6	-10	2	7	0
C[C@@H]1CN([C@H](C)CO)C(=O)CCCn2cc(nn2)CO[C@H]1CN(C)C(=O)Nc1cccc(C(F)(F)F)c1	-2	3	-0.8	14	-7	3	0	8	3
COC(=O)c1ccc(NC(=S)N2CCN(Cc3ccccc3Cl)CC2)cc1	-3	-8	0.3	-10	-18	-8	-1	8	9
O=C(COC(=O)c1ccccc1Cl)Nc1nccs1	2	3	-2.3	11	17	-5	-8	9	1
CC1CCCCN1C(=O)CCC(=O)Nc1nnc(C(F)(F)F)s1 (stereo not drawn)	-3	1	0.9	-6	16	4	-1	-32	3
COC(=O)c1c(C)nc(C)c(C(=O)OC)c1-c1ccc(OC)cc1	9	-14	1.8	-12	4	-2	4	-8	0

The closing 2 records of the part before are carried over, then new ones follow.
SMILES	M5 ag	CHRM5 PAM	CRFBP-R2 agonist	CHO-K1 Ca PAM	CRFBP-R2 block	CHRM4 PAM	CHRM5 antagonist	TAAR1 antag	TAAR1 agonist
CC1CCCCN1C(=O)CCC(=O)Nc1nnc(C(F)(F)F)s1 (stereo not drawn)	-3	1	0.9	-6	16	4	-1	-32	3
COC(=O)c1c(C)nc(C)c(C(=O)OC)c1-c1ccc(OC)cc1	9	-14	1.8	-12	4	-2	4	-8	0
C=CCn1c(COc2ccccc2F)nnc1SCC(=O)Nc1cc(C)on1	0	-3	-1.1	19	-7	2	5	7	-1
Cc1nc(C)c(C(=O)Nc2ccc(C)c(F)c2)o1	2	4	-0.9	18	-1	6	1	-8	6
CCOC(=O)C(=O)NC12CC3CC(CC(C3)C1)C2	2	5	7.8	24	-3	6	-6	6	0
COc1ccccc1C(=O)NCCCNC(=O)c1cnccn1	-1	-4	-0.2	2	0	-6	22	-11	9
CCOC(=O)C1=C(c2ccccc2)OC(N)=C(C#N)C1c1ccco1 (stereo not drawn)	3	-3	1.9	18	11	3	10	-4	13
c1ccc(CNc2nc(NCCOc3ccccc3)c3sccc3n2)cc1	21	-21	nt	-9	nt	-16	35*	95*	59*
O=C(O)c1ccc(NN=CC2=C(N3CCOCC3)/C(=C/c3ccccc3)CC2)cc1	1	6	-0.3	14	-7	12	7	32	8
Cc1cccn2c(=O)c(/C=N/O)c(NCc3ccccc3)nc12	-1	1	-3.0	18	-17	-1	4	-37	-3
Cc1cc(C(=O)NCC(=O)OC(C)C(=O)N2CCOCC2)ccc1[N+](=O)[O-] (stereo not drawn)	5	1	-0.2	-4	3	15	-5	-1	3
COc1ccc(NC(=S)N(Cc2cccnc2)Cc2cc3cc(OC)c(OC)cc3[nH]c2=O)cc1	-1	-6	-0.3	3	15	-5	-6	32	5
O=C(c1ccc(NC(=S)Nc2ccc(Cl)c(Cl)c2)cc1)N1CCCC1	5	-5	-1.5	14	-9	1	8	10	9
OCC[C@@H]1C[C@@H](O)[C@H](O)[C@]2(CCCCO2)O1	3	1	0.4	11	-2	4	4	13	8
Cc1noc(NS(=O)(=O)c2ccc(NC(=O)c3ccccc3NS(=O)(=O)c3ccc(F)c(F)c3)cc2)c1C	3	6	1.0	6	-5	5	1	1	12
OC(c1ccc(OCc2ccccc2)cc1)c1nnc(-c2ccccc2)o1 (stereo not drawn)	-2	2	0.9	15	16	-2	5	44	15
COc1cccc(CN(C(=O)COc2ccc(Cl)cc2)C2CCS(=O)(=O)C2)c1 (stereo not drawn)	1	2	-0.5	17	-10	15	-10	-11	3
CCCCN1C(=O)C(=O)N(CC(=O)c2ccc[nH]2)C1=O	-1	3	-0.2	10	-6	-7	2	-8	0
COc1cc(S(=O)(=O)NCCN2CCOCC2)c(OC)cc1Cl	-3	-6	-1.6	10	10	-2	2	-10	6
CCOC(=O)c1cnc2ccc(F)cc2c1Nc1ccc2c(c1)OCCO2	-5	-3	-5.5	9	12	27*	3	17	8
O=C(COC(=O)C1COc2ccccc2O1)Nc1cccc(S(=O)(=O)N2CCCCC2)c1 (stereo not drawn)	-1	1	-3.0	3	-11	-1	8	-22	2
COc1ccccc1NC(=O)N(Cc1ccco1)Cc1cc2ccc(C)c(C)c2[nH]c1=O	-4	-11	-0.8	21	-5	-5	4	32	19
OC1(c2ccc(Cl)c(Cl)c2)C[n+]2ccccc2N1Cc1ccccc1 (stereo not drawn)	-22	-12	5.0	15	-7	-35	-5	-8	0
COCCn1c(SCC(=O)NCCc2ccccc2)nnc1-c1ccco1	2	10	-1.6	17	10	7	-12	5	6
O=C(NCCCN1CCOCC1)C(=O)N/N=C/c1ccccc1	-1	-3	24	-2	6	-3	0	19	0
Cc1nc2ccccc2c(=O)n1NC(=O)/C=C/c1ccccc1Cl	1	-7	-1.2	5	-8	-10	8	31	13
CCOC(=O)c1c(NC(=O)COc2ccccc2F)sc2c1CC(C)(C)NC2(C)C	-1	-14	0.1	-3	-15	-4	12	34	13
CC(=O)c1ccc(OCCCC(=O)Nc2ccc(C)c(S(=O)(=O)N3CCCCC3)c2)cc1	2	-4	5.6	13	7	10	-1	42	9
Cc1ccccc1NC(=O)c1cccc(S(=O)(=O)Oc2ccc([N+](=O)[O-])cc2)c1	3	-8	0.6	13	-19	2	5	32	10
Cc1csc(Nc2nc(N)c(C(=O)Nc3ccccc3)o2)n1	-2	-1	-1.0	-19	-5	0	5	-12	7
COC(=O)CC(=O)CSc1nc(C)cc(C)c1C#N	-1	-6	-0.4	17	-9	14	-2	3	1
Cc1ccc2nc(SCC(=O)NCc3ccccc3Cl)nc(=O)n2c1	-2	-4	-0.2	2	1	-2	2	1	1
O=[N+]([O-])c1ccc(O)c(/C=N/Nc2nc3ccccc3[nH]2)c1	4	-7	-3.5	12	3	9	6	5	1
CC(=NCc1ccco1)c1c(O)n(C2CCCCC2)c(=O)[nH]c1=O	1	-1	-0.6	20	-49	7	2	-18	8
